hcDAF-12 act = activators of H. contortus DAF-12 nuclear receptor; activation, % at 6.8 µM; HEK293 hcDAF-12 lit1-tk-luc reporter, luminescence; 0% DMSO, 100% Δ7-dafachronic acid; 1.4% of 370,000 active;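 active = activation above the mean of all tested compounds plus 3 SD, cut at about 5.5% in these data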;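 note: 100% = response to 3 µM Δ7-dafachronic acid high control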
ADAM10 inh = ADAM10 inhibition, QFRET primary screen; O14672; recombinant ADAM10, EDANS/DABCYL FRET peptide cleavage, 3 h; inhibition, % at 7 µM; 0.62% of 370,000 active;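 active = inhibition above a per-campaign cutoff equal to the mean of compounds falling between control-based bounds plus 3 SD, cut at about 20% in these data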;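 note: 0% = DMSO wells while the 100% control is not disclosed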
PLCb3 inh = PLC-beta3 (human) inhibition, primary screen. Purified PLC-beta3, fluorogenic substrate, fluorescence. AID 720704. 0.18% of 370,000 active. inhibition, % at 12.2 µM; in the data active = inhibition above about 11%;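 note: 0% = median of compound wells on plate and 100% = full blocker control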
Target sequence (Q01970 whole entry, looked up): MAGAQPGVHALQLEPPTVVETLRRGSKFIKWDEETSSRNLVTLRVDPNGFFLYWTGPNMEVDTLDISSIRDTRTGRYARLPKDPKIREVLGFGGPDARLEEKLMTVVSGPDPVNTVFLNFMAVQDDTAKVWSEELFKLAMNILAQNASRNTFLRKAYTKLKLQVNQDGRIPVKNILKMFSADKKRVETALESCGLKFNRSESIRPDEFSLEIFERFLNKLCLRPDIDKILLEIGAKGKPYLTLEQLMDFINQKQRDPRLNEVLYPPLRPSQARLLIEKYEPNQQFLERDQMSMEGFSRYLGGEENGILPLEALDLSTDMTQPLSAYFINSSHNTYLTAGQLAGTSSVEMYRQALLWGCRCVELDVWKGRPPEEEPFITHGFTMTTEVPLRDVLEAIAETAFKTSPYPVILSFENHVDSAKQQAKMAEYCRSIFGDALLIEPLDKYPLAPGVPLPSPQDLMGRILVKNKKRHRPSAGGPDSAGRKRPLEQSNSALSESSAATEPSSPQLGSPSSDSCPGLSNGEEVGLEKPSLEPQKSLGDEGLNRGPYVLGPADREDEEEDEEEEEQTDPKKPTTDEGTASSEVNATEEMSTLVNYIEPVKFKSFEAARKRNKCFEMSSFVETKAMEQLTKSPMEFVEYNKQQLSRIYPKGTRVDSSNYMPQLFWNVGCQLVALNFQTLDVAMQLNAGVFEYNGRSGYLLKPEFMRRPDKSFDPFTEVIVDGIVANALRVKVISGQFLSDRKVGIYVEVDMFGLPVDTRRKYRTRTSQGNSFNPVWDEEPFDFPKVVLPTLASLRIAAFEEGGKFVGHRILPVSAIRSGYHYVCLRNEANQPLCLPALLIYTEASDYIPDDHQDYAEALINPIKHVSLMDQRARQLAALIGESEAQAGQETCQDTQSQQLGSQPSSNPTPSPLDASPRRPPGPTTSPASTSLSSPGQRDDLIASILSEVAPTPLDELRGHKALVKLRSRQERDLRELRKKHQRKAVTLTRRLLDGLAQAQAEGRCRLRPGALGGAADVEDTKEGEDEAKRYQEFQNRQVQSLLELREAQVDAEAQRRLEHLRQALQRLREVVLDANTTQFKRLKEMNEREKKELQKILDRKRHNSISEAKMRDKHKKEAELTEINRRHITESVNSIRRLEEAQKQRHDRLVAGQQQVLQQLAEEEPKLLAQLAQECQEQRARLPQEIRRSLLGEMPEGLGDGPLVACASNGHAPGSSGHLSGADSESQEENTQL
HGIII-sPLA2 inh = Blocks human group III sPLA2 activity; Q9NZ20; QFRET BODIPY PC-A2 liposome hydrolysis, fluorescence; inhibition, % at 12.2 µM; 0.56% of 370,000 active; AID 743126;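 active = inhibition above mean plus 3 SD of compounds lying within the high and low control bounds, cut at about 19% in these data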;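 note: 0% = median of test compound wells and 100% = no enzyme DMSO wells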
FXN GAA850 act = activators of GAA850 frataxin (FXN) promoter. HEK293 lucGAA850 FXN promoter luciferase reporter, 24 h; percent of 10 µM SAHA response. activation, % at 6 µM. AID 540364. 0.56% of 360,000 active;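 active = activation above the average of all compounds screened plus 3 SD, cutoff fixed separately per campaign, cut at about 7.5% in these data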;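 note: 0% = DMSO wells and 100% = 10 µM SAHA wells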
PLCg1 inh = PLC-gamma1 (human) inhibition, primary screen; AID 720700; purified PLC-gamma1, fluorogenic substrate, fluorescence; P19174; 0.84% of 370,000 active; inhibition, % at 12.2 µM; in the data active = inhibition above about 9.5%
ssDAF12 agonist = S. stercoralis DAF-12 activation, primary screen | HEK293 ssDAF-12/GRIP1 lit1-tk-luc reporter, luminescence; % of 3 µM dafachronic acid response | activation, % at 6.8 µM | 1% of 370,000 active;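 active = activation above the mean over all tested compounds plus 3 SD, cut at about 0.9% in these data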;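 note: 0% = DMSO-only wells and 100% = 3 µM delta7-dafachronic acid wells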
ADAM17 inh = inhibits human ADAM17. inhibition, % at 6.95 µM. 0.83% of 370,000 active. P78536. recombinant ADAM17, EDANS/DABCYL FRET peptide cleavage;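 active = inhibition above the mean of compounds lying between control limits plus 3 SD, set per campaign, cut at about 8.5% in these data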;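 note: 0% = DMSO-only wells as the low control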
DAX1 inh-1 = blocks DAX1 repression of SF-1 activated StAR promoter; AID 652010; HEK293T StAR-luciferase reporter, SF-1/DAX-1 repression relief; inhibition, % at 6.8 µM; 1.1% of 370,000 active;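 active = inhibition above the mean over all tested compounds plus 3 SD, cut at about 3.6% in these data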;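 note: 0% = DAX-1 cells with DMSO and 100% = cells lacking DAX-1 with DMSO; higher inhibition means more luminescence from relief of DAX-1 repression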
hgDAF-12 ag = hgDAF-12 agonism, primary luciferase screen. 1.8% of 370,000 active. HEK293 GAL4-hgDAF12 UAS-luciferase reporter, agonist luminescence; normalized to butyrate control. activation, % at 6.8 µM. AID 687014;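 active = activation above a cutoff set at the mean of all screened compounds plus 3 SD, cut at about 10% in these data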;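 note: 0% = DMSO wells and 100% = sodium butyrate wells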
DAX1 inh-2 = NR0B1 (DAX1) inhibition | P51843 | HEK293 Gal4-DAX1 luciferase reporter, luminescence | inhibition, % at 6.75 µM | 0.99% of 340,000 active | AID 504766;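 active = inhibition above the mean over all tested compounds plus 3 SD, cut at about 4.2% in these data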;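 note: 0% = DAX1-transfected cells with DMSO and 100% = empty-vector control cells with DMSO; inhibition shows as a rise in luminescence from relieved DAX1 repression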
Numbers without * were called inactive; i = inactive; · = no result given.

SMILES | hcDAF-12 act | ADAM10 inh | PLCb3 inh | HGIII-sPLA2 inh | FXN GAA850 act | PLCg1 inh | ssDAF12 agonist | ADAM17 inh | DAX1 inh-1 | hgDAF-12 ag | DAX1 inh-2
Cc1cc(SCC(=O)N/N=C/c2ccc(C(=O)O)cc2)nc2ccccc12 | -1.1 | -1.6 | -2.7 | -1.7 | 1.6 | -0.4 | -0.9 | -5.5 | -0.4 | 0.1 | 0.3
COc1cccc(CN(CCC(C)C)S(=O)(=O)c2cc(Br)ccc2Br)c1 | 0.2 | 3.0 | 0.7 | -4.4 | 1.8 | 8.8 | -0.4 | 1.4 | 0.2 | -0.5 | 0.4
CCCCNC(=O)C[C@@H]1C[C@@]2(C(=O)OC)CCCCC=C2N(Cc2ccc3c(c2)OCO3)C1=O | -0.8 | 1.4 | 3.2 | -0.6 | · | 4.2 | -1.3 | -0.1 | 1.6 | 1.1 | ·
CCNC(=O)c1c(NC(=O)c2cc(-c3cc(C)ccc3O)n[nH]2)sc2c1CCCC2 | -1.8 | 1.0 | -0.3 | 2.4 | 1.5 | -2.8 | -1.1 | -1.4 | 0.1 | -0.5 | 2.4
COc1ccc(NC(=S)NCc2ccc(F)cc2)cc1 | -0.6 | 1.7 | -5.4 | 3.1 | 0.9 | 2.1 | -1.1 | -2.2 | -0.6 | 0.0 | 0.8
CC12CCC(=O)N1C(C(=O)N1CCN(c3ccccc3)CC1)CS2 (stereo not given) | 0.3 | -0.1 | 0.4 | -5.8 | 3.8 | 7.5 | -1.4 | 4.8 | 0.6 | -0.5 | -0.8
Cc1ccc(-n2c(SCC(=O)Nc3nccs3)nc3c(c2=O)SCC3)cc1 | -1.7 | 4.0 | -1.2 | -0.3 | -1.6 | 1.3 | -0.6 | -1.7 | -0.7 | -0.6 | 0.1
CCOC(=O)c1c(O)c2c([nH]c1=O)CCCC2 | 0.4 | 11.7 | 4.2 | 4.7 | -1.0 | 4.1 | -1.0 | 1.4 | 0.6 | 3.1 | -0.8
O=C(CN1CCSC1=O)Nc1ccc(N2CCOCC2)cc1 | 0.9 | 3.3 | -0.1 | -3.0 | 1.2 | 0.4 | -1.3 | 3.1 | 2.2 | 0.5 | 1.3
COc1cc(C(=O)O)ccc1OCc1c(C)noc1C | -0.3 | -8.7 | 0.5 | 6.1 | -0.8 | 1.1 | -0.7 | -4.2 | 0.2 | 1.7 | 2.4
O=C(N/N=C/c1ccccc1O)c1cccc2ccccc12 | -3.1 | -7.2 | -23.4 | -2.6 | -1.6 | -14.0 | -1.5 | -4.1 | -1.6 | -1.8 | -0.6
OCCNc1nc2ccccc2n1-c1ncnc2sc3c(c12)CCC3 | -2.2 | -0.8 | -1.2 | -1.5 | -0.3 | -0.9 | -1.9 | -3.4 | -0.2 | 1.1 | -1.1
O=Cc1cn[nH]c1-c1ccccc1 | -0.3 | -8.1 | 2.5 | 0.6 | -1.1 | 0.5 | -1.2 | -0.5 | -0.1 | 0.6 | -0.5
CCN(CC)c1ccc(C2C(C(=O)Nc3ccccn3)=C(C)NC3=C2C(=O)CC(C)(C)C3)cc1 (stereo not given) | -1.6 | -160.4 | -218.4 | 3.2 | -3.2 | -158.7 | -1.4 | -45.1 | -0.2 | -2.4 | -1.4
CC(C)(C)c1ccc(OCC(=O)NCC(c2cccs2)N2CCOCC2)cc1 (stereo not given) | -0.6 | 12.1 | 6.7 | 8.1 | 2.2 | 3.8 | -0.9 | 0.8 | 4.3* | -2.0 | -2.5
CN(C)S(=O)(=O)c1ccc(N2CCCC2)c(C(=O)NCC2CCCO2)c1 (stereo not given) | 1.2 | -16.8 | -7.9 | 2.8 | -0.5 | -3.0 | -0.8 | -6.2 | -0.5 | -0.7 | 1.3
NS(=O)(=O)c1cc(C(=O)Nc2ccc3c(c2)CCC3)ccc1Cl | 3.5 | -1.8 | -4.3 | -2.0 | 5.7 | -1.3 | -0.1 | 2.0 | 0.8 | 8.6 | 2.6
C#CCNC(=O)C[C@@H]1C[C@@]2(C(=O)OCC)CCC=C2N(Cc2ccco2)C1=O | -1.2 | -10.2 | -5.9 | 2.3 | · | -0.7 | -1.1 | 1.1 | 0.4 | 1.1 | ·
Cc1nn(-c2ccccc2)c2c1C(c1ccncc1)C(C#N)=C(N)O2 (stereo not given) | 2.0 | -0.3 | 0.2 | 6.5 | -2.5 | -1.4 | -1.0 | -2.4 | 0.1 | 0.9 | 2.3
Cc1ccc(NC(=O)c2nc[nH]c2C(=O)N(C)CCO)cc1 | -1.4 | -14.6 | 0.3 | -0.9 | -0.1 | -1.4 | -1.1 | -4.8 | 1.2 | 0.5 | 2.7
O=C(O)c1ccc(N2C(=O)C3C4c5ccccc5C(Br)(c5ccccc54)C3C2=O)cc1 (stereo not given) | 0.8 | -8.9 | -4.1 | -18.3 | -0.9 | -0.9 | -1.5 | -0.5 | 0.1 | 1.8 | 0.6
N#CC1=C(SCc2ccccc2)NC(=O)CC1c1cccc(O)c1 (stereo not given) | -2.5 | -1.0 | 0.7 | -11.9 | 0.9 | 2.0 | -1.2 | -3.0 | -0.3 | -0.8 | -0.6
COc1ccc(C(CNc2ncnc3sc(C)c(C)c23)N(C)C)cc1 (stereo not given) | -1.3 | -4.1 | 0.5 | 0.2 | -0.3 | 0.8 | -1.0 | -5.0 | 0.1 | 0.0 | -1.2
CC(=S)/C=C1\Sc2ccccc2N1C | -0.6 | -2.4 | -0.9 | 3.1 | -2.2 | 1.3 | -1.2 | -4.2 | -1.1 | -2.0 | 1.5
COc1ccc(NC(=S)NN2CCN(C)CC2)cc1OC | 2.2 | 0.8 | 2.8 | -1.0 | 0.3 | 2.4 | 0.0 | 1.7 | 1.3 | 2.7 | 1.2
COc1cc(NC(=O)Cn2nnc(-c3ccncc3)n2)cc(OC)c1 | -2.1 | -27.9 | -27.6 | -7.6 | -3.6 | -22.6 | -1.7 | -15.4 | -0.7 | -2.7 | -1.6
Cn1cccc1/C=C1\SC(=O)N(c2ccccc2)C1=O | 3.1 | -1.0 | 1.6 | -1.9 | 1.0 | 3.4 | -0.3 | 2.6 | 1.7 | 16.2* | 3.0
CN(Cc1ccccc1)C(=O)Cn1c(=O)c2cccn2c2cccnc21 | -0.1 | -13.4 | -7.2 | -0.2 | -2.0 | -0.2 | -1.2 | -5.6 | -0.3 | -1.2 | 0.4
CC1OC(c2ccccc2)OC2COC(c3ccccc3)OC12 (stereo not given) | -1.3 | -6.6 | -8.8 | 9.2 | 0.1 | -0.2 | -0.8 | -2.6 | -0.1 | 1.7 | 0.2
Cc1nnc(NC(=O)c2cccc(S(=O)(=O)N3CCOCC3)c2)s1 | 0.2 | 5.3 | -1.1 | -1.0 | -0.5 | -4.9 | -1.2 | -2.6 | -0.3 | -0.1 | 0.7
COc1ccc(OCCN2CCN(C(=O)c3ccc(OC(F)F)c(OC)c3)CC2)cc1 | -2.6 | 0.3 | -0.7 | -3.0 | -1.1 | 3.3 | -1.2 | 0.8 | -1.0 | -2.7 | -1.8
c1ccc(C[C@H]2CNCCN2CC2CCCCC2)cc1 | -1.3 | -1.6 | 4.1 | 2.8 | 1.1 | 0.3 | -1.4 | -2.6 | -0.4 | 3.0 | 2.2
CN(CCc1ccccc1)C(=O)c1cccc(NC(=O)Cc2cccc(NC(=O)C3CCN(C(=O)C4CCCCC4)CC3)c2)c1 | -1.8 | -0.2 | 4.8 | -29.6 | 2.3 | -0.6 | -1.1 | 0.8 | -0.4 | -2.9 | -1.6
COc1ccc(S(=O)(=O)Nc2nnc(Cc3ccc(OC)c(OC)c3)s2)cc1 | -0.7 | -0.9 | -2.6 | -21.8 | 1.6 | -4.6 | -1.7 | -0.1 | -0.4 | 2.6 | -0.2
O=C1CC(N2CCN(Cc3ccccc3)CC2)C(=O)N1 (stereo not given) | 0.0 | -8.0 | 1.6 | 7.6 | 0.7 | 1.0 | 0.0 | -3.6 | 0.1 | -0.7 | 2.0
O=C(Nc1ccc(-c2cnco2)cc1)c1ccc(Cl)cc1 | -2.1 | -0.9 | 2.9 | 1.0 | 1.2 | 5.0 | -1.7 | -2.8 | 0.4 | -0.4 | ·
CCO/C(C)=N/Oc1cc(OC)cc(OC)c1 | 1.4 | 1.4 | 1.4 | 2.9 | · | 1.4 | -0.8 | 0.2 | 0.9 | -2.4 | ·
O=C(Nc1ccccc1N1CCOCC1)c1cc(-c2ccco2)nc2ccccc12 | -3.6 | -23.3 | -28.8 | -3.5 | -10.2 | -21.1 | -1.8 | -10.4 | -1.8 | -4.5 | -2.4
COc1ccc(-c2nc3ccccc3c(=O)n2Cc2ccccc2)cc1COc1ccc(NC(C)=O)cc1 | -5.1 | -51.3 | -25.5 | 0.8 | · | -16.9 | -1.6 | -18.7 | · | -7.6 | ·
O=C(COC(=O)c1cc[n+]([O-])cc1)Nc1ccc(F)c([N+](=O)[O-])c1 | 1.4 | 4.4 | 2.9 | -2.6 | 0.5 | 2.7 | -1.0 | -0.1 | -0.4 | -1.5 | -1.6
CCOC(=O)C1CCN(C(=O)c2cc3c(s2)-c2ccccc2OC3)CC1 | 2.2 | i | i | -0.7 | 0.8 | i | -0.3 | i | 1.9 | 3.4 | 1.1
CNC(=O)N(c1ccccc1)c1ccccc1 | -0.8 | 4.0 | 2.1 | 2.1 | -0.7 | 0.1 | -1.0 | -6.3 | -0.2 | -0.7 | 0.1

Molecules shown so far containing a thiophene ring, fused or not, in the order listed:
SMILES | hcDAF-12 act | ADAM10 inh | PLCb3 inh | HGIII-sPLA2 inh | FXN GAA850 act | PLCg1 inh | ssDAF12 agonist | ADAM17 inh | DAX1 inh-1 | hgDAF-12 ag | DAX1 inh-2
CCNC(=O)c1c(NC(=O)c2cc(-c3cc(C)ccc3O)n[nH]2)sc2c1CCCC2 | -1.8 | 1.0 | -0.3 | 2.4 | 1.5 | -2.8 | -1.1 | -1.4 | 0.1 | -0.5 | 2.4
OCCNc1nc2ccccc2n1-c1ncnc2sc3c(c12)CCC3 | -2.2 | -0.8 | -1.2 | -1.5 | -0.3 | -0.9 | -1.9 | -3.4 | -0.2 | 1.1 | -1.1
CC(C)(C)c1ccc(OCC(=O)NCC(c2cccs2)N2CCOCC2)cc1 (stereo not given) | -0.6 | 12.1 | 6.7 | 8.1 | 2.2 | 3.8 | -0.9 | 0.8 | 4.3* | -2.0 | -2.5
COc1ccc(C(CNc2ncnc3sc(C)c(C)c23)N(C)C)cc1 (stereo not given) | -1.3 | -4.1 | 0.5 | 0.2 | -0.3 | 0.8 | -1.0 | -5.0 | 0.1 | 0.0 | -1.2
CCOC(=O)C1CCN(C(=O)c2cc3c(s2)-c2ccccc2OC3)CC1 | 2.2 | i | i | -0.7 | 0.8 | i | -0.3 | i | 1.9 | 3.4 | 1.1

Assay outcomes (PubChem)

Rows were taken by chance. Share with any hit: about 6.9%.
